b-catenin transl: modulators of beta-catenin nuclear translocation; nuclear translocation activity, % at 5 µM; hit rate 0.3% among 190,000; HeLa beta-catenin nuclear translocation, immunofluorescence imaging; AID 1665;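 active means nuclear translocation activity above 50% at 5 µM, with a well cell count of 50 or more; inconclusive means wells under 50 cells across six images, flagged as toxic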;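 further: per-cell ratio of nuclear to cytoplasmic median beta-catenin stain intensity; plate controls were DMSO negative control for no effect and GSK-3 inhibitor IX positive control for full effect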
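Signal – beta-catenin immunofluorescence imaging with DAPI · Test system – human HeLa cell line · Dosing – 5 µM primary single dose, 0.1% DMSO, 0.02–20 µM confirmation series · Measure – % activation, nuclear-to-cytoplasmic median beta-catenin signal ratio per cell · Incubation – 24 h compound exposure at 37°C, 5% CO2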
WT yeast gro inh: growth inhibition of WT yeast, mitochondrial fusion screen | mitochondrial fusion phenotypic screen, WT strain | hit rate 2.1% among 190,000 | inhibition, % at 10 µM; in the data active means inhibition above about 58%; tested in S. cerevisiae
Autophagy mod: modulators of autophagy | MEF GFP-LC3 puncta imaging; test concentration mostly 10 µM | hit rate 0.98% among 190,000 | calls only at 10 µM (by protocol);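 active means percentage of spot-positive cells more than 3 SD above its plate mean, without a fluorescence outlier flag or 80% toxicity; inconclusive means no clear call, values can overlap the other calls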;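 further: spot-positive cell cutoff set from DMSO-treated cells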
AID2073: inhibitors of Mint1-CaV2.2 protein interaction, biochemical, HTRF (AID 2073); HTRF protein-protein interaction, Mint1-CaV2.2; higher % means a stronger effect; inhibition, % at 20 µM, or IC50 in µM where a hit was titrated; hit rate 0.19% among 290,000; in the data active means inhibition mostly above about 51%, no sharp cut-off; inconclusive means no clear call, values can overlap the other calls; inactive means mostly below about 53%; further: some results filed as inactive read as strong as hits
MT stabilizer: stabilizes microtubules in HeLa cells; HeLa tubulin immunostaining HCS, 24 h; share of cells brighter than vehicle mean+2SD; % tubulin-high responders, % at 10 µM; hit rate 0.83% among 200,000;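 active means plate Z-score above 3 for both tubulin-high and condensed-nucleus cell shares, with cell loss under 80%, at 10 µM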;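 further: anti alpha tubulin signal scored within the nucleus-defined area of each cell; some results filed as inactive read as strong as hits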
Yfh1-depleted yeast: enhancers of respiration in Yfh1-depleted yeast, dose response, Friedreich's ataxia, plus single-dose screen (AID 1465). S. cerevisiae Yfh1-off respiration, WST-1 reduction, 72 h; higher fold induction means a stronger effect. hit rate 0.074% among 220,000. fold induction at 50 µM; hits with a dose series show EC50 in µM;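 active means fold induction of absorbance versus untreated yeast above a set limit, then at least 30% activation at any dose in follow-up; inconclusive means repeats straddling the limit, or above it without dose testing; inactive means fold induction below the set limit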;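 further: activators that raise dye reduction in frataxin-depleted yeast; strong numbers were not always called active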
Insulin prom up: MIN6 insulin promoter up-regulation; MIN6 insulin promoter-GFP reporter, high-content imaging; active compounds read high; z-score at 5 µM; AID 1625; hit rate 0.3% among 190,000;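 active means z-score above 3 at 5 µM with at least 500 cells counted in the well; inconclusive means wells under 500 cells, flagged as cytotoxic or low count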
HIV peptide binding: inhibitors of HIV fusion peptide binding, primary screen, biochemical, uHTS, fluorescence dequenching (AID 1986) | cell-free peptide binding, fluorescence dequenching, 30 min; higher % means a stronger effect | one-dose inhibition, % at 20 µM; IC50 in µM for titrated hits | hit rate 0.3% among 290,000; in the data active means inhibition mostly above about 52%, no sharp cut-off; inactive means mostly below about 76%; further: some results filed as inactive read as strong as hits
Dynein transport: dynein cargo transport inhibition; hit rate 0.47% among 220,000; z-score, hits read low; 3617.4 mouse cells, GR-EGFP nuclear translocation imaging; test concentration mostly 20 µM; stimulated with dexamethasone, 1 µM; active compounds read low;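 active means plate z-score of nuclear minus cytoplasmic receptor signal below a set negative limit, without overly bright fluorescence or cell loss, cut at about -3.5 in these data, passing the limit was not always enough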;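 further: z-score of nuclear minus cytoplasmic ring GR-EGFP intensity difference per well; some compounds called inactive have numbers as strong as hits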
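Buffer or medium: Induction medium lacking tetracycline, stripped serum | Also added: Dexamethasone agonist, 1.0 µM final, for 30 min | Timing: 48 h induction, 1 h compound, 30 min dex at 37 °C | Detection: Formaldehyde fixation, Hoechst nuclear stain, 10x automated fluorescence imaging | Measure: Nuclear versus cytoplasmic GR-EGFP signal, averaged per well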
WT yeast gro inh mutant strain: second read-out of WT yeast gro inh, no call of its own (marks repeat the call); inhibition, %; mitochondrial fusion phenotypic screen, mutant strain inhibition
Dynein transport cytoplasmic EGFP: further read-out of Dynein transport, marked with its call; z-score; measured here: cytoplasmic GR-EGFP intensity; active compounds read high
Dynein transport nuclear GR-EGFP: further read-out of Dynein transport, marked with its call; z-score; measured here: nuclear GR-EGFP intensity;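 lower value marks the stronger effect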
Dynein transport cell count: further read-out of Dynein transport, marked with its call; z-score; measured here: cell count per field
Insulin prom up cell count: second read-out of Insulin prom up, no call of its own (marks repeat the call); cell count; measured here: cytotoxicity, nuclei count;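 total cells summed across four imaged fields per well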
b-catenin transl cell count 5 µM: second read-out of b-catenin transl, no call of its own (marks repeat the call); cell count; measured here: cell count, cytotoxicity flag
MT stabilizer Hoechst-high %: second read-out of MT stabilizer, no call of its own (marks repeat the call); % Hoechst-high responders; measured here: nuclear condensation Hoechst responders;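 share of cells brighter than vehicle mean plus two SD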
MT stabilizer cytotoxicity %: recorded beside MT stabilizer, whose call it bears; toxicity, %; measured here: cytotoxicity by cell density;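 0% = mean cell density of plate MIN control wells and 100% = no cells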
Autophagy mod cell loss 18 h: recorded beside Autophagy mod, whose call it bears; toxicity, %; measured here: cell loss, nuclei count;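 cell loss after 18 h compound exposure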
* marks the source's active call; other numbers are inactive results; i = inactive; ? = inconclusive; nt = no result given; & = joins results of further samples.

SMILES	b-catenin transl	b-catenin transl cell count 5 µM	WT yeast gro inh	WT yeast gro inh mutant strain	Autophagy mod	Autophagy mod cell loss 18 h	AID2073	MT stabilizer	MT stabilizer Hoechst-high %	MT stabilizer cytotoxicity %	Yfh1-depleted yeast	Insulin prom up	Insulin prom up cell count	HIV peptide binding	Dynein transport	Dynein transport cytoplasmic EGFP	Dynein transport nuclear GR-EGFP	Dynein transport cell count
COc1ccc(NC(=O)c2sc(Cl)nc2-c2ccccc2)cc1	0.3	1028	-2	2	i	20	2%	9.3	11	12	i	-0.59	1341	0.5%	-0.26	-0.26	0.018	-0.12
CNC(=S)N/N=C/c1cn(Cc2c(F)cccc2Cl)c2ccccc12	-2.2	577	62*	55*	i	1	5%	2.2	2.9	2.8	i	-0.88	877	0.6%	-0.38	0.24	-0.043	-0.055
Cc1cccc(S(=O)(=O)N2CN(Cc3ccco3)c3nc4ccccc4nc32)c1	1.5	1361	-15	50	i	10	9%	2.1	1.7	7.8	i	0.12	1436	-1.6%	-0.78	-0.17	-0.5	-0.086
COc1ccc(NC(=O)N2CCCCC2c2cccnc2)cc1 (stereo not drawn)	0.5	942	-10	-7	i	-1	12%	1.4	4.2	12	i	nt	nt	-0.8%	-0.15	-0.27	-0.21	-0.076
CCOc1ccc(OCC)c(NC(=O)c2ccc(CNc3c(N4CCCC4)c(=O)c3=O)cc2)c1	1.6	1309	nt	nt	nt	nt	7%	nt	nt	nt	i	1.7	974	-0.9%	-0.69	-0.75	-0.59	0.6
Cc1ccccc1-c1nc2cc(N)ccc2o1	-1.6	1437	2	8	i	3	48%	4.9	2.6	11	i	0.32	1441	-1.8%	1	0.043	1	-0.71
O=C(O)CCC(=O)N1CCc2cc(S(=O)(=O)N3CCCCC3)ccc21	nt	nt	-20	2	i	-19	4%	5.2	2.3	9.3	i	nt	nt	0.4%	-0.71	-0.33	-0.088	0.3
Cn1cnnc1SCC(=O)c1cc2ccccc2o1	-0.7	1099	-4	10	i	10	-2%	3.3	1.4	16	i	-1.5	1412	1.1%	-0.31	-0.11	-0.27	0.057
CC(NC(=O)Nc1ccccn1)N1C(=O)C2C3C=CC(C3)C2C1=O (stereo not drawn)	-1.2	1206	25	-3	i	3	-1%	3.0	1.2	1.5	i	nt	nt	-1.1%	0.88	-0.27	0.93	1.3
Cn1c(=O)c2c(ncn2CC(=O)OCC(=O)Nc2cc(Cl)ccc2Cl)n(C)c1=O	3.9	1065	7	10	i	42	-1%	2.7	1.7	1.0	i	-0.23	1446	-2.0%	0.018	-0.26	0.054	-0.091
CNc1oc(-c2cccs2)nc1C#N	nt	nt	1	11	i	-10	36%	5.0	4.2	8.9	nt	nt	nt	-0.1%	1.5	-0.02	1.3	-2.4
O=C(COc1cccnc1[N+](=O)[O-])Nc1ccc2c(c1)OC(F)(F)O2	0.9	965	1	-14	i	0	-3%	3.7	3.0	4.6	i	nt	nt	0.2%	-0.77	-0.22	0.25	0.54
CCOc1ccc2[nH]cc(S(=O)(=O)c3ccc(Cl)cc3)c(=O)c2c1	0.8	1027	-5	0	i	16	5%	6.6	2.1	9.4	i	0.52	1259	6.4%	-0.75	-0.35	-0.15	0.91
CCCCC(=O)N(CCC)CCC	-1.8	1130	nt	nt	nt	nt	6%	nt	nt	nt	i	-0.27	1236	0.2%	0.24	-0.21	-0.079	-0.19
c1ccc(CCN2CN=C(Nc3nc4ccccc4s3)NC2)cc1	0.1	1222	nt	nt	nt	nt	1%	nt	nt	nt	i	-0.34	1115	-0.5%	0.33	-0.28	0.74	-0.12
C[C@]1(C(=O)O)Cc2oncc2C[C@@H]1C(=O)O	-0.4	918	-5	-20	i	-8	5%	2.9	4.1	8.2	i	0.02	1184	1.1%	2.9	-0.21	1.4	-1.6
COc1ccc(S(=O)(=O)N2CCCCCC2)cc1N(C)S(=O)(=O)c1ccc(C)cc1	-1.8	1118	4	-8	i	10	-1%	2.3	2.3	10	i	-0.28	1502	1.0%	0.52	0.014	0.52	-1
Cc1cc(C)cc(OCC(=O)Nc2cccc(C(=O)O)c2)c1	nt	nt	-6	-2	i	-7	2%	2.7	1.2	5.6	i	-0.94	857	3.6%	-1	-0.3	-0.34	0.81
CCn1c(SCC(=O)Nc2sc3c(c2C#N)CCCC3)nnc1-c1ccncc1	2.9	988	-2	-1	i	-3	-2%	2.7	1.8	8.9	i	0.15	1103	1.7%	-0.41	1.3	0.35	2.2
Cc1ccc(C(=O)C[n+]2cc(-c3ccccc3)n3c2CCCCC3)cc1	-1.0&-1.0	511&1060	13&0	10&13	i	1&-1	-5%&-1%	4.3&3.1	1.3&1.4	0.9&11	i	?	nt	-0.6%&-1.1%	0.57&2.7	-0.19&-0.06	1.2&1.1	-1.3&-2.9
Cc1ccc(CN2CCN(Cc3c(C)nn(C(C)C)c3C)CC2CCO)o1 (stereo not drawn)	-2.2	1155	-8	21	i	2	17%	2.7	3.2	9.2	i	0.15	1460	-2.0%	-0.43	0.24	-0.27	-0.29
Cc1nn(-c2ccccc2)c(Oc2ccc(F)cc2)c1/C=N/n1cnnc1	-0.4	1102	-7	-4	i	-6	10%	4.9	2.5	11	nt	0.67	1063	-0.4%	-0.16	-0.15	0.47	-0.92
CCOC(=O)c1c(NC(=O)c2cccs2)sc2c1CCCC2	-2.2	1246	16	-12	i	-2	28%	2.3	1.4	2.3	i	-2.6	1250	0.6%	2	0.25	0.94	0.13
Clc1ccc(-n2cc(-c3ccc(Br)cc3)[n+]3c2CCCCC3)cc1	0.7	1326	nt	nt	nt	nt	1%	nt	nt	nt	i	?	nt	1.0%	-1.2	-0.28	-0.56	0.64
O=CC1=C(N2CCOCC2)/C(=C/c2ccc(Cl)cc2)CC1	-2.0	1141	7	25	i	15	0%	1.2	1.5	4.1	i	0.11	1124	15%	-0.83	-0.21	0.27	-0.26
Later entries:
SMILES	b-catenin transl	b-catenin transl cell count 5 µM	WT yeast gro inh	WT yeast gro inh mutant strain	Autophagy mod	Autophagy mod cell loss 18 h	AID2073	MT stabilizer	MT stabilizer Hoechst-high %	MT stabilizer cytotoxicity %	Yfh1-depleted yeast	Insulin prom up	Insulin prom up cell count	HIV peptide binding	Dynein transport	Dynein transport cytoplasmic EGFP	Dynein transport nuclear GR-EGFP	Dynein transport cell count
Cc1onc(-c2ccccc2)c1C(=O)c1c[nH]c(C(=O)NCc2ccccn2)c1	0.8	1079	2	-1	i	5	19%	1.4	1.5	7.9	i	-0.2	1127	-1.3%	-0.46	-0.37	0.082	0.79
Cc1cc(C)cc(N(CC(=O)O)S(=O)(=O)c2c(C)noc2C)c1	0.3	1169	5	14	i	6	2%	1.4	1.0	1.7	i	-0.63	966	-1.1%	-0.31	-0.22	-0.32	0.96
CCCCC(=NCCc1c(C)[nH]c2ccc(OC)cc12)C1=C(O)CC(c2ccccc2)CC1=O (stereo not drawn)	17	880	20	-8	i	37	2%	17*	28*	46*	i	0.75	1376	-0.8%	-0.53	-0.2	-0.64	0.77
CCCCC(=O)Nc1cccc(NC(=O)c2ccc3c(c2)OCO3)c1	nt	nt	11	0	i	-7	3%	4.2	2.4	3.1	i	nt	nt	-0.8%	0.98	-0.012	0.41	0.59
CC(NC(=O)COC(=O)/C=C/c1ccc([N+](=O)[O-])cc1)c1ccccc1 (stereo not drawn)	-0.6	961	-14	-6	i	12	2%	3.3	2.3	8.2	i	-0.09	1395	-0.2%	-0.24	-0.22	-0.36	0.037
Cn1c(Cc2ccc3c(c2)OCO3)nnc1SCC(=O)N1CCc2ccccc2C1	-6.4	942	5	-4	i	7	-15%	5.1	3.6	6.5	i	-1	1121	1.4%	-0.91	-0.093	-0.058	-0.45
CCOC(=O)/C(C#N)=C/Nc1ccccc1OC	2.5	1393	21	-5	i	-26	10%	2.1	1.0	5.5	i	0.37	1547	-3.3%	-0.17	0.0021	0.65	-0.66
CC(=O)Nc1ccc(S(=O)(=O)NC2(C(F)(F)F)NC(=O)N(C3CCCCC3)C2=O)cc1 (stereo not drawn)	nt	nt	6	-1	i	3	0%	1.4	1.4	4.5	i	nt	nt	1.6%	2.2	0.12	1.1	-1.4
COc1ccc(C(=O)N2CC(c3ccccc3)CC2=O)cc1 (stereo not drawn)	-5.8	1020	nt	nt	nt	nt	?	nt	nt	nt	i	0.97	1385	-1.8%	1	-0.18	0.33	-0.39
CCOC(=O)C1CCCN(Cc2nc(N)nc(Nc3ccc(C)cc3)n2)C1 (stereo not drawn)	nt	nt	5	14	i	3	-3%	1.1	0.5	23	i	-0.26	1152	3.4%	-0.34	-0.25	-0.069	-0.037
CCc1c(C)nc2c(Br)cccc2c1SCCC#N	-2.2	486	4	7	i	44	27%	2.2	1.0	3.5	i	-0.3	1359	0.2%	0.69	-0.11	0.47	0.58
COC(=O)Cn1c(CCS(=O)(=O)c2ccc(C)cc2)nc2ccccc21	-0.6	1097	-13	-8	i	4	1%	3.5	2.7	9.0	i	0.18	1663	-0.1%	0.41	-0.015	0.61	-0.58
COC(=O)c1nn(-c2ccc(OC)cc2)c(=O)cc1Sc1ccc(C)cc1	-2.2	1093	5	-2	i	11	-6%	1.8	2.2	8.3	i	0.71	1242	-0.6%	0.24	-0.21	-0.21	0.17
CCCCSc1nc2sc3c(c2c(=O)[nH]1)CCC3	-1.1	1028	-19	-15	i	5	5%	2.1	2.1	13	i	0.42	1663	-0.9%	-0.79	-0.2	-0.37	0.91
CC1(C)CC(NCc2ccccc2)CCO1 (stereo not drawn)	-0.5	1192	-9	0	i	-16	3%	1.7	1.5	11	i	1.2	1000	-1.3%	0.24	0.15	0.27	0.7
O=S(=O)(c1ccccc1)c1nc(-c2ccco2)oc1NCCN1CCOCC1	nt	nt	6	3	i	6	-3%	1.5	1.0	19	i	0.62	874	0.2%	0.46	0.68	0.2	0.29

Screening results as filed in PubChem BioAssay.

Not a hit list (roughly 4.2% active in at least one column).
